D1 antag – Antagonist of Human D 1 Dopamine Receptor: qHTS; HEK293 TREx D1 cells, calcium flux, dopamine EC80; hits give low values; activity change, negative = inhibition, % at 10 µM; 3.2% of 360,000 active; in the data active = activity change below about -30%; note: % is set by controls: 0 for no effect and ±100 for the full control effect
Target sequence (P21728 whole entry, looked up): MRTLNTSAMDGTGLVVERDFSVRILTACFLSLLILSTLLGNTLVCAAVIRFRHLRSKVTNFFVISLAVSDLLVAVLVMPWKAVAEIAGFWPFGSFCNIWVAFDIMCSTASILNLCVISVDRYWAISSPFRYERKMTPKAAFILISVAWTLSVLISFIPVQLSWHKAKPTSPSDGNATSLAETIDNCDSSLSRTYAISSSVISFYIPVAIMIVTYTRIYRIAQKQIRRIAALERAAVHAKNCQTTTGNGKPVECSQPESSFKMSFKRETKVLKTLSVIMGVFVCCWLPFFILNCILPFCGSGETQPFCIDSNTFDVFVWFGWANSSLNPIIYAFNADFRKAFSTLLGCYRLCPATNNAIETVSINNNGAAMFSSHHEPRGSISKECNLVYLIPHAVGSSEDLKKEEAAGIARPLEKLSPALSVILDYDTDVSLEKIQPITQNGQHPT
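Tetracycline-induced HEK293 T-REx cells with force-coupled D1 receptor were loaded with a no-wash calcium dye. Compound was added after a 10 s baseline and read kinetically for 180 s; EC80 dopamine was then added and calcium flux followed another 180 s.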
D1 potentiator – Potentiators of Human D1 Dopamine Receptor: qHTS; HEK293 TREx D1 cells, calcium flux, dopamine EC20 potentiation; 0.036% of 360,000 active; potentiation, % at 10 µM; D(1A) dopamine receptor (Homo sapiens), P21728; in the data active = potentiation above about 30%; note: 0% is about no effect
TRHR enhancer – qHTS for Small Molecule Agonists and Allosteric Enhancers of Human TRH Receptor: Primary Screen for Enhancers. 0.66% of 360,000 active. AID 493056, 2011. enhancement, % at 2 µM. TRHR cells, fluo-8 calcium fluorescence, EC20 TRH enhancement; in the data active = enhancement above about 30%; note: 0% is about no effect
Target sequence (P34981 whole entry, looked up): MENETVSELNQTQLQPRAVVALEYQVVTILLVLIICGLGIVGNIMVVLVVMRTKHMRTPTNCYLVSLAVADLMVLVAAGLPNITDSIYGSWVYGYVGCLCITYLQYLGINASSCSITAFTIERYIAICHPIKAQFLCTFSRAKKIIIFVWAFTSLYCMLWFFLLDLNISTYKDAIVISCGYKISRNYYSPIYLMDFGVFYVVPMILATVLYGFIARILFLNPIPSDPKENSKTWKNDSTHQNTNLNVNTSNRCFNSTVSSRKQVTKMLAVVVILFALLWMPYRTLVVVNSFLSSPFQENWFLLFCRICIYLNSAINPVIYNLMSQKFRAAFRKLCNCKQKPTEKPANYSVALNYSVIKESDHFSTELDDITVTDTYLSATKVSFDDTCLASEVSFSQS
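Enhancer read-out: after compound pinning and an initial kinetic agonist-mode read, an EC20 of TRH (10 nM final) was injected and fluo-8 calcium signal (Ex 480/Em 530) followed at 1 s/cycle for 100 cycles in TRHR-expressing cells.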
D1 ag – Allosteric Agonists of the Human D1 Dopamine Receptor: qHTS. 1% of 360,000 active. activation, % at 2 µM. HEK293 T-REx D1 cells, calcium flux, agonist mode. D(1A) dopamine receptor (Homo sapiens), P21728; in the data active = activation above about 30%; note: 0% is about no effect
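Tetracycline-induced HEK293 TREx D1 cells, force-coupled to calcium signalling, were dye-loaded with a no-wash calcium kit. Compound was pin-added after a 10 s baseline. Fluorescence was read kinetically at 1 cycle/s for 180 s, with calcium rises flagged as agonism.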
D2 potentiator – HTS Assay for Positive Allosteric Modulators of the Human D2 Dopamine Receptor: Primary Screen for Potentiators; potentiation, % at 10 µM; AID 485347, 2010; HEK293 T-REx D2, calcium flux, EC20 dopamine potentiation; 0.34% of 340,000 active;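 active = potentiation over 3 SD above the plate norm, cut at about 30% in these data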; note: 0% is about no effect
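Using a no-wash calcium dye in inducible, force-coupled HEK293 Trex cells expressing D2, we tracked fluorescence each second for 180 s after compound, then for 180 s after EC20 dopamine to detect augmented signalling.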
RXFP1 agonist – qHTS Assay for Agonists of the Relaxin Receptor RXFP1; Relaxin receptor 1 (Homo sapiens), Q9HBX9; HEK293T-RXFP1 cAMP TR-FRET, 30 min; response scale: percent of porcine relaxin response, buffer zero; Potency, µM (series often up to 57.5 µM), for inactives: at the highest dose activation, actives largely listed as activators; 0.3% of 370,000 active; note: potency is the fitted concentration of half-maximal effect; % is set by controls: 0 for no effect and ±100 for the full control effect; nearly all actives have a fitted effect of over 60% in size; many of its hits are not listed in these tables
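HEK293T cells stably expressing RXFP1 were pretreated with the PDE4 inhibitor Ro 20174, exposed to compounds for 30 min at 37C, lysed, and cAMP was read by TR-FRET. Data normalized to buffer (basal) and 29 nM porcine relaxin (100%).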
Apoferritin bind – qHTS Assay for Identification of Novel General Anesthetics | Ferritin light chain (Equus caballus), P02791 | 0.074% of 350,000 active | Potency, µM (doses to about 77.5 µM), for inactives: at the highest dose activity change, negative = displacement, most hits filed as inhibitors | apoferritin/1-aminoanthracene competitive binding, fluorescence; note: potency is the fitted concentration of half-maximal effect; % is set by controls: 0 for no effect and ±100 for the full control effect; nearly all actives have a fitted effect of over 20% in size
Target sequence (P02791 2-175 limits assumed): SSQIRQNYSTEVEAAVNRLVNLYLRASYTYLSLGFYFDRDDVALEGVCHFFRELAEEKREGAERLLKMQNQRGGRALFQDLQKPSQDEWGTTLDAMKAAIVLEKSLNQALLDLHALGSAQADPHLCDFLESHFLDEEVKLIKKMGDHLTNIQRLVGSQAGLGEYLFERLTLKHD
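10 uM apoferritin + 50% sat. 1-AMA, PBS; cpd 10 min RT; Ex380/Em535 endpoint; normalized to free probe vs complex; 4-param Hill fit; propofol titration as pos. ctrl.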
RXFP1 antagonist – qHTS Assay for Antagonists of the Relaxin Receptor RXFP1; Relaxin receptor 1 (Homo sapiens), Q9HBX9; 0.59% of 350,000 active; activity change, negative = inhibition, % at 57.5 µM; HEK293-RXFP1, relaxin-stimulated cAMP HTRF, 30 min; hits give low values;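 active = activity change of -60% or lower, but not beyond a set lower limit; inconclusive = change between -60% and -40%, or beyond the set limit; inactive = change above -40%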; note: % is set by controls: 0 for no effect and ±100 for the full control effect
TRHR agonist – qHTS for Small Molecule Agonists and Allosteric Enhancers of Human TRH Receptor: Primary Screen for Agonists | Thyrotropin-releasing hormone receptor (Homo sapiens), P34981 | activation, % at 2 µM | TRHR cells, calcium flux fluo-8, FDSS agonist mode | 0.18% of 360,000 active; in the data active = activation above about 30%; note: 0% is about no effect
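TRHR-expressing cells loaded with fluo-8 calcium dye; 23 nL library compound pin-transferred, kinetic FDSS fluorescence (Ex 480/Em 530) recorded about 180 s for agonist-induced calcium release, before a 10 nM TRH EC20 addition for potentiator mode.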
* = called active by the depositor; u = inconclusive; x = not tested or not shown; [ ] = remark or other dose. Unless noted, calls come from the whole dose curve; as a rule, active = well fitted curve in the direction sought with a large enough effect; inconclusive = small, poorly fitted or top-dose-only effect, or another doubt; inactive = no such curve, though single readings can be large; an effect the other way counts as inactive or inconclusive. These rows are one share of the data (hit frequency here may not be typical).

SMILES	D1 antag	D1 potentiator	TRHR enhancer	D1 ag	D2 potentiator	RXFP1 agonist	Apoferritin bind	RXFP1 antagonist	TRHR agonist
Cc1ccc(-c2nnn(CC(=O)N(c3cccc(O)c3)C(C(=O)NC(C)(C)C)c3cccs3)n2)o1 (stereo not drawn)	2	-3	-1	2	0	-0.2%	-17%	3	0.0
COc1ccc(NC(=O)CSc2nnc(C)n2N)cc1S(=O)(=O)N1CCCCC1	6	-1	-1	0	-6	1.1%	x	-1	-0.1
O=C(Cc1ccc(S(=O)(=O)N2CCOCC2)s1)Nc1ccc(N2CCOCC2)cc1	-26	-4	0	5	4	-1.9%	-9%	-2	-0.4
CCOc1ccccc1Oc1coc2cc(OC)ccc2c1=O	-2	-7	6	5	3	1.3%	-4%	0	0.3
CCCCNC(=O)c1cc2c(=O)n(CC)c3ccccc3c2s1	-9	8	0	1	-6	2.6%	-11%	-5	-0.7
COc1ccccc1/C=C/C=N/Nc1cccc(C(=O)O)c1	-19	x	-3	3	-7	-0.2%	-13%	-1	0.7
O=C1CCCC2=C1C(c1ccc(O)c(O)c1)Nc1ccc3ncccc3c12 (stereo not drawn)	0	8	-1	4	3	1.8%	-16%	1	1.1
Cc1cc(NC(=O)COc2cccc3cccnc23)no1	0	0	-1	1	-8	-0.7%	-1%	x	-0.2
Cc1cccc(OCc2n[nH]c(=S)n2C2CCCCC2)c1	9	-4	9	6	-8	0.1%	8%	3	-0.4
CCCCc1ccc(NC(=O)CN(C)CC(=O)Nc2ccccc2Cl)cc1	-15	3	-6	8	-3	0.0%	-19%	-35	1.1
CCOc1ccc(C(c2nnnn2C(C)(C)C)N2CCN(C(=O)c3ccco3)CC2)cc1 (stereo not drawn)	-5	-8	-5	3	0	-0.3%	-9%	5	0.1
Cc1c(C)n(C(=O)CN2CCN(c3ccccc3)CC2)c2ccccc12	-17	23	12	2	19	2.0%	-18%	-10	-0.7
CCN(CC)c1ccc(/C=C2\C(=N)N3N=C(CC(=O)N4CCOCC4)SC3=NC2=O)cc1	12	0	-5	115*	-5	1.9%	-3%	12	34*
O=C(O)Cc1csc(-c2ccc(F)cc2)n1	14	-1	-5	3	-9	-1.8%	-4%	4	0.4
O=C(NCC1CCCO1)c1ccc2c(c1)ncn2-c1cccc(F)c1 (stereo not drawn)	-8	-4	0	5	-4	0.0%	-1%	7	0.1
CCN(CC)C(=O)C1CCN(S(=O)(=O)c2ccc3oc4ccccc4c3c2)CC1	-36*	2	-4	7	4	-0.4%	-12%	-1	-0.3
CCOc1ccc(NS(=O)(=O)c2ccc(OCC(=O)N3CCCC3)cc2)cc1	-8	2	1	14	11	3.3%	3%	3	0.7
COc1ccc(C(CC(=O)Nc2ccc(C)cc2)NC(=O)C(F)(F)F)cc1 (stereo not drawn)	-43*	-4	13	2	-3	2.4%	-3%	5	0.3
COc1ccc2sc(-c3ccccc3OC)c(C#CC(C)(C)O)c2c1	x	-2	7	0	x	7.1%	x	x	-0.9
O=C(Cc1ccccn1)c1ccc(O)cc1O	1	-2	-3	4	0	1.4%	4%	8	0.5

Among those listed so far, 4 have a halogen.
SMILES	D1 antag	D1 potentiator	TRHR enhancer	D1 ag	D2 potentiator	RXFP1 agonist	Apoferritin bind	RXFP1 antagonist	TRHR agonist
CCCCc1ccc(NC(=O)CN(C)CC(=O)Nc2ccccc2Cl)cc1	-15	3	-6	8	-3	0.0%	-19%	-35	1.1
O=C(O)Cc1csc(-c2ccc(F)cc2)n1	14	-1	-5	3	-9	-1.8%	-4%	4	0.4
O=C(NCC1CCCO1)c1ccc2c(c1)ncn2-c1cccc(F)c1 (stereo not drawn)	-8	-4	0	5	-4	0.0%	-1%	7	0.1
COc1ccc(C(CC(=O)Nc2ccc(C)cc2)NC(=O)C(F)(F)F)cc1 (stereo not drawn)	-43*	-4	13	2	-3	2.4%	-3%	5	0.3

As entered above.
CCN(CC)C(=O)C1CCN(S(=O)(=O)c2ccc3oc4ccccc4c3c2)CC1 in D1 antag → -36*
COc1ccc2sc(-c3ccccc3OC)c(C#CC(C)(C)O)c2c1 in RXFP1 agonist → 7.1%

Following part.
SMILES	D1 antag	D1 potentiator	TRHR enhancer	D1 ag	D2 potentiator	RXFP1 agonist	Apoferritin bind	RXFP1 antagonist	TRHR agonist
O=C(NC(Cc1ccccc1)C(=O)N1CCCCCC1)c1ccccc1 (stereo not drawn)	-29	-6	-2	2	-5	4.1%	u	-1	2.8
CC1(C)CC(=O)C2=C(C1)OC(N)=C(C#N)C21CCN(C(=O)OCc2ccccc2)CC1	19	10	1	3	-2	0.8%	-5%	6	0.1
CNc1ccc(-c2nc(-c3ccncc3)no2)cc1[N+](=O)[O-]	2	2	4	3	-3	2.8%	0%	x	1.1
Cc1nc2ccccc2c(=O)n1/N=C/c1c(O)ccc2oc3c(c12)CCCC3	-1	-2	-3	7	-2	2.7%	4%	8	4.8
COc1cc(/C=C2/C(=O)NN(c3cccc(F)c3)C2=O)ccc1OC(=O)c1ccco1	13	-4	11	3	0	0.5%	3%	-18	0.7
CCC(Oc1ccc(Cl)cc1)C(=O)N1CC(=O)Nc2ccccc21 (stereo not drawn)	13	9	-3	3	0	-0.4%	-6%	-1	-0.7
COc1cc2c(C#CCCCO)c(-c3ccc(C#N)cc3)oc(=O)c2cc1OC	x	-3	-7	-2	12	3.8%	x	x	0.0
O=C(c1ccccc1Cl)N1CCCCC1CCN1CCCCC1 (stereo not drawn)	3	-1	0	3	-5	-0.8%	-6%	-12	2.1
CN(c1ccccc1)S(=O)(=O)c1cccc(C(=O)Nc2ccc3c(c2)CCC3)c1	-12	-2	2	1	2	-1.4%	-12%	-6	0.5
CCc1ncc(/C=C2\C(=O)Nc3ccccc32)[nH]1	10	2	14	2	7	0.5%	-6%	-18	0.6
Cc1ccccc1Cn1cc(CCC(=O)NCc2cccc(Br)c2)c2ccccc21	-13	-3	3	18	-4	1.2%	50%[activator]	9	-1.6
COc1ccc2[nH]c(C)c(C(=O)CN3CCc4cc(OC)c(OC)cc4C3)c2c1	-19	0	9	0	-10	-1.3%	32%[activator]	-4	0.0
C=CCNC(=O)N1CCC(c2nc3ccccc3s2)CC1	7	1	7	4	4	-1.5%	-6%	-7	2.2
CCN(CC(=O)Nc1c(F)cccc1F)C(=O)C1CC(=O)N(c2ccc3c(c2)OCCO3)C1 (stereo not drawn)	-7	-2	3	3	-1	-0.2%	x	-1	0.2
COC(=O)c1c(F)c(F)c(NCCO)c(F)c1F	3	1	14	5	-3	0.0%	-9%	1	-0.4
Cn1c(=O)c2c(nc(N3CCNCC3)n2Cc2cccc3ccccc23)n(C)c1=O	-10	-4	2	4	11	3.8%	-14%	1	2.7
CCc1cccc2c(=O)c(C(=O)N3CCCCCC3)c[nH]c12	11	-4	-2	2	x	1.7%	-3%	1	0.6
CN(C)c1nc(N(C)C)nc(N2CC(CCl)OC2=N)n1 (stereo not drawn)	-14	1	0	1	2	3.7%	2%	3	-0.3
Cc1cc(NC(=O)CCC(=O)N(c2cccnc2)C(C(=O)NC2CCCC2)c2ccccc2F)no1 (stereo not drawn)	3	5	-4	2	5	0.0%	-9%	1	-0.2
O=C(CN1C(=O)C2C3C=CC(C3)C2C1=O)Nc1nc(-c2ccccn2)cs1 (stereo not drawn)	-3	-9	5	0	-2	-0.8%	-14%	5	0.1
COc1ccc(S(=O)(=O)NCCc2cn3cccc(C)c3n2)cc1OC	-1	2	5	-3	3	0.5%	3%	5	0.1
O=C1c2ccccc2C(O)(Cc2ccccc2)N1CCCN1CCOCC1 (stereo not drawn)	-77*	-2	-7	2	-7	2.9%	-3%	-6	-0.8
COc1ccccc1NCCC#N	x	-2	1	-1	x	0.5%	-8%	-3	-0.3
CCOc1cc(/C=C2\SC(N3CCCCC3)=NC2=O)ccc1O	-9	-5	2	3	-11	-1.2%	-7%	-7	4.0
COC(=O)[C@H](C)NC(=O)Nc1ccccc1F	-1	-6	3	3	6	0.1%	-3%	1	1.5
Nc1c(Cl)c(Cl)nc(C(=O)OCC(=O)NC2CCCCC2)c1Cl	-13	-5	7	1	-11	1.7%	u	-7	0.1
Cc1noc(C)c1S(=O)(=O)N(CC(=O)Nc1ccc2c(c1)OCO2)c1ccc(C(C)C)cc1	3	-6	-4	0	-23	0.8%	-13%	x	0.5
Cc1onc(-c2ccccc2Cl)c1C(=O)N(C)C1CCCCC1	13	x	6	2	6	-1.7%	-10%	x	-1.0
CCN(CC)C(=O)Cn1cnc2sc(C(=O)NCCCN3CCOCC3)c(C)c2c1=O	-5	-2	2	4	8	7.2%	0%	8	0.1
Cc1ccccc1NC(=O)C1c2cccc[n+]2CC(=O)N1c1c(C)cccc1C (stereo not drawn)	7	4	-1	2	-3	0.1%	-14%	-6	0.2
COC(=O)c1ccc(C2C(C(=O)OCC(C)C)=C(C)N=C3SCCC(=O)N32)cc1 (stereo not drawn)	-1	1	6	1	11	0.0%	-10%	-13	-0.1
COC(=O)CN1C(=S)N(c2ccccc2)C(=O)C1CC(=O)Nc1ccc(Cl)cc1 (stereo not drawn)	-13	-1	0	4	-1	0.9%	4%	-4	-0.4
COc1ccc(CCNC(=O)CCc2cn(Cc3ccc(C)cc3)c3ccccc23)cc1OC	0	-3	-4	1	1	-1.1%	16%	-10	0.6
CCCCn1c(N)c(N(CCOC)C(=O)c2cnc(C)cn2)c(=O)[nH]c1=O	14	-4	-5	2	-5	0.6%	x	-7	-0.2
C=CCn1c(SCC(=O)N(C)C2CCS(=O)(=O)C2)nnc1-c1ccccc1 (stereo not drawn)	-7	-2	-1	2	-4	0.8%	x	-8	-0.1
OC(CNCc1cccnc1)COc1ccc2ccccc2c1 (stereo not drawn)	8	-2	5	7	-3	2.4%	-8%	-4	0.5
Cc1cccc(OCC(=O)N2CCN(C(=O)c3ccco3)CC2)c1	4	-2	9	4	2	-0.3%	-2%	-3	0.5

Screening data (PubChem BioAssay)
